RGS4-Gao reg: human RGS4-Galphao interaction regulation. binding response (% of control), % at 10 µM. Multiplexed bead flow cytometry, RGS4-Galphao binding; actives lie on both sides. P09471. 220,000 compounds, 0.33% hits; in the data active = binding response below about 49% or above about 150%; inactive = in between;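 note: fluorescent Galphao activated with aluminum fluoride binding bead-coupled RGS4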
RGS7-Gao: modulates binding of RGS7 to human Galphao. Multiplexed bead flow cytometry; actives lie on both sides. binding response (% of control), % at 10 µM. 220,000 compounds, 0.35% hits. P09471; in the data active = binding response below about 49% or above about 150%; inconclusive = no clear call, values can overlap the other calls; inactive = in between;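 note: fluorescent Galphao held in activated GDP-AlF4 state binding bead-coupled RGS7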
Bcl-2 Bim block: human Bim-Bcl-2 interaction inhibition | Bead-based flow cytometry, Bim peptide-Bcl-2 binding | inhibition, % at 10 µM | 190,000 compounds, 0.06% hits | AID 950; in the data active = inhibition above about 40%; inconclusive = no clear call, values can overlap the other calls;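 note: 0% = no compound wells with probe peptide and 100% = reference peptide inhibitor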
Target sequence (P10415 whole entry, looked up): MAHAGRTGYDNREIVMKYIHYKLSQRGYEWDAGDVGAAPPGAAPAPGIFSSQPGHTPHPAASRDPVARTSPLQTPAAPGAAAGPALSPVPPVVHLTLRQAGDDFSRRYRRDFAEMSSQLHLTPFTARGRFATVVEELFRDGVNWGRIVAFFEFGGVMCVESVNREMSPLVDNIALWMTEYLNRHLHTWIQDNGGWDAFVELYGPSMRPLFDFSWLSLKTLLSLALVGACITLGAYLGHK
RGS8-Gao reg: modulates binding of RGS8 to human Galphao | P09471 | multiplexed bead flow cytometry; actives lie on both sides | response (percent of control binding), % at 10 µM | 220,000 compounds, 0.34% hits | AID 1423; in the data active = response below about 60% or above about 140%; inactive = in between;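 note: Galphao activated as the GDP aluminium fluoride complex binding bead-coupled RGS8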
Bcl-B Bim block: human Bim-Bcl-B interaction inhibition. bead-based flow cytometry, Bim peptide-Bcl-B binding. inhibition, % at 10 µM. 190,000 compounds, 0.073% hits;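 note: 0% = tracer peptide without compound and 100% = reference inhibitor peptide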
Target sequence (Q9HD36 whole entry, looked up): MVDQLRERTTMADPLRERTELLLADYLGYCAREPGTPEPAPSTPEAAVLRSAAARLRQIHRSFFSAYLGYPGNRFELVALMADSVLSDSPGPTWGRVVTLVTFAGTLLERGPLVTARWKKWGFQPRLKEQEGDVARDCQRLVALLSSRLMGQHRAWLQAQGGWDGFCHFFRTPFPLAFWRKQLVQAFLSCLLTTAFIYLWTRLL
Mcl1 Bid PPI: Mcl-1/Bid interaction inhibition. inhibition, % at 21.7 µM. 220,000 compounds, 0.97% hits. TR-FRET Mcl-1/Bid-Dy647 peptide binding, 1536-well. Q07820;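 active = compounds that cut the binding signal by more than half at the single screening dose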;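 note: His-tagged Mcl-1 with europium anti-His antibody binding Bid BH3 peptide; 0% = Mcl-1 plus peptide wells and 100% = peptide-only wells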
Target sequence (Q07820 whole entry, looked up): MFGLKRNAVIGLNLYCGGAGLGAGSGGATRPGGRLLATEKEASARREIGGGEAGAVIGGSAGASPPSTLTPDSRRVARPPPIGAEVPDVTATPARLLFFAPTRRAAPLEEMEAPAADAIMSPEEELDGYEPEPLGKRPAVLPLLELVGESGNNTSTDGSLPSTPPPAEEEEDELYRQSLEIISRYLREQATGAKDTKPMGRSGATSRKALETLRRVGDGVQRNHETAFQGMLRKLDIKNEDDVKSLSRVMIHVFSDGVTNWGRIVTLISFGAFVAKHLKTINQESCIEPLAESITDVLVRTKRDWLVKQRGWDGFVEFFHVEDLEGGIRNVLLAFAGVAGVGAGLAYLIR
Bfl-1 Bim block: disrupts Bim binding to human Bfl-1. Bead-based flow cytometry, Bim-Bfl-1 binding inhibition. 190,000 compounds, 0.12% hits. inhibition, % at 10 µM;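 note: 0% = wells without compound plus tracer and 100% = blocker peptide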
GSH bead fluor: compound fluoresces at 488/530 nm on GSH beads; GSH beads flow cytometry, compound fluorescence 488/530 nm; hits give high values; 190,000 compounds, 0.25% hits; fluorescence (KMESF) at 10 µM; in the data active = fluorescence above about 89;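 note: glutathione beads carrying GST-tagged Bcl family fusion proteins plus one bare bead set; values are compound well signal with DMSO vehicle wells as background; inactives centre near 16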
Bim-Mcl-1: disrupts Bim peptide binding to human Mcl-1; Q07820; Bead-based flow cytometry, Bim peptide-Mcl-1 binding; inhibition, % at 10 µM; 190,000 compounds, 0.1% hits; AID 1009;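 note: 0% = no compound tracer wells and 100% = peptide blocker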
Bim-Bcl-XL: inhibitors of Bim-Bcl-XL interaction, human | AID 1007 | 190,000 compounds, 0.04% hits | Q07817 | inhibition, % at 10 µM | Bim peptide-Bcl-XL binding, bead flow cytometry, fluorescence
Bcl-W Bim block: inhibitors of Bim-Bcl-W interaction, human; inhibition, % at 10 µM; Q92843; bead-based flow cytometry, Bim peptide-Bcl-W binding; 190,000 compounds, 0.02% hits;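 note: 0% = bound tracer without compound and 100% = peptide blocker; higher means less fluorescent Bim peptide bound to Bcl-W beads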
Target sequence (Q92843 whole entry, looked up): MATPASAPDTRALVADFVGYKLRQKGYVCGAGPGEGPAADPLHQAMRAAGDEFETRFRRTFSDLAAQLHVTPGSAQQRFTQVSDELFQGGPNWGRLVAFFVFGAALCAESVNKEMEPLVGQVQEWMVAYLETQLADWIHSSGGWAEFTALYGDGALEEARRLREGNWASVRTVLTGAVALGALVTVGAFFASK
* hit, by the source's call; ? = inconclusive. Cut-off read from the data, not from the text of the source, unless noted: active = inhibition above about 40%.

Second line of a record – RGS4-Gao reg	RGS7-Gao	Bcl-2 Bim block	RGS8-Gao reg	Bcl-B Bim block	Mcl1 Bid PPI	Bfl-1 Bim block	GSH bead fluor	Bim-Mcl-1	Bim-Bcl-XL	Bcl-W Bim block
- CCC(C)NS(=O)(=O)c1ccc(OCC(=O)NCc2ccc3c(c2)OCO3)cc1 (stereo not drawn)
    103	107	-8	103	-9	-33	-9	42	-2	-7	5
- Cc1cccc(C2c3[nH]c4ccccc4c3CCN2C(=O)Cc2nc(-c3ccccc3)n[nH]2)n1 (stereo not drawn)
    93	93	-6	97	-6	-15	-9	11	1	-2	1
- Cc1c(NC(=O)C(C)OC(=O)C(NC(=O)c2ccco2)C(C)C)c(=O)n(-c2ccccc2)n1C (stereo not drawn)
    104	106	-7	105	-7	-15	-10	23	-1	-6	0
- COc1ccc(NC(=O)NCCc2cccc(Cl)c2)cc1OC
    103	103	-2	99	-4	-13	-4	14	-2	-3	-1
- CCOc1ccc(N2CC(C(=O)Nc3ccccn3)CC2=O)cc1 (stereo not drawn)
    99	100	0	102	-5	-28	-7	12	0	0	0
- CC(C)CNc1nc(Oc2ccc(=O)[nH]n2)nc(N2CCOCC2)n1
    99	98	-5	100	-2	-20	-4	21	1	-4	-2
- CCc1sc(C(=O)NC)cc1Br
    95	96	-2	99	0	2	1	12	1	0	0
- CCc1ccccc1NC(=O)CN(C)C(=O)CSc1nnc(Nc2ccc(C)cc2)s1
    90	104	17	111	15	-15	14	7	15	21	16
- CCNC(=S)NNC(=O)c1cccc(Br)c1
    99	102	-4	100	-14	-150	-3	6	0	0	4
- CCN(CCCNC(=O)CCc1nc(-c2ccc(OC)cc2)no1)c1cccc(C)c1
    98	94	1	103	2	-25	0	24	-1	0	1
- CCCN1CCN(C(=S)Nc2ccc(S(N)(=O)=O)cc2)CC1
    92	86	-4	92	-12	-45	-5	10	-3	-6	-1
- COC(=O)c1cc(COC(=O)c2nc3nccc(C)n3n2)oc1C
    94	91	-4	103	-6	-14	-4	14	-8	-1	-2
- Cc1sc2ncnc(SCC(=O)NC3CC3)c2c1C
    103	98	-12	103	-16	-27	-11	40	-22	-3	2
- COc1cc(OC)cc(C(=O)NC(=S)NNC(=O)c2cnccn2)c1
    95	97	-5	98	-27	-77	-3	17	-6	-11	-5
- COCc1cc(SC2CCCCC2)nc(C)n1
    103	102	-4	101	-3	-20	-3	21	0	0	3
- CC(C)c1ccc(/C=C2\C(=O)N(CCN3CCOCC3)C(=S)N2C)cc1
    97	?	-2	100	-10	-37	-6	14	-2	-3	-2
- CCSc1nc(-c2cccnc2)ccc1C#N
    104	103	-10	101	-10	-13	-16	10	0	-8	-3
- COCCCn1c(SCC(=O)Nc2ccc(C(C)=O)cc2)nc2ccccc2c1=O
    94	99	-4	100	-4	-10	-10	259*	-3	0	1
- CCOC(=O)N1CC=C2C(C#N)=C(N)C(C#N)(C#N)[C@H](c3ccccc3OCC)[C@H]2C1
    98	105	5	103	12	-16	1	8	-1	0	0
- C=CCNC(=O)CSc1cc([N+](=O)[O-])cc(S(=O)(=O)Cc2ccccc2)c1
    97	88	-5	102	-13	-30	-2	17	-3	-7	-3
- CCN1CCCC1CNCC(O)COc1ccc(C(C)(C)C)cc1C (stereo not drawn)
    100	98	-1	99	1	21	3	13	-2	0	1
- Cc1nn(CCOc2ccccc2)c(=O)n1-c1ccccc1F
    101	101	-1	100	-2	-25	-2	13	-1	-1	-3
- O=C(CCCn1c(=O)oc2ccccc21)NC1CCCCCC1
    112	109	1	110	-3	-64	-6	12	0	0	0
- CC(OC(=O)c1cccs1)C(=O)NCc1cccs1 (stereo not drawn)
    108	108	-1	108	-3	-7	-4	32	-6	0	-2
- O=C(CSCc1ccccc1Cl)Nc1ccc2c(c1)OCCO2
    107	110	-9	110	-7	-31	-8	13	0	-1	0
- CCOc1cc2[nH]c(=S)n(CCC(=O)NCc3ccc(OC)cc3)c(=O)c2cc1OCC
    99	103	-1	100	-5	35	-8	50	0	0	0
- COc1ccc(C(=O)NC(=S)Nc2cccc(Cl)c2N2CCOCC2)cc1[N+](=O)[O-]
    93	94	-3	98	-3	-29	-5	63	0	0	-1
- O=C(COC(=O)c1ccccc1F)Nc1cccnc1Cl
    100	?	-2	102	-2	-38	-4	12	0	-3	-1
- COC(=O)c1ccccc1OCCCN(C)C
    99	103	-20	104	-2	31	-21	10	0	0	0
- CCn1c(C)nc2cc(S(=O)(=O)C(F)F)ccc21
    102	101	0	101	-7	6	-10	10	0	-4	2

Three entries from above in a different format:
SMILES: O=C(CSCc1ccccc1Cl)Nc1ccc2c(c1)OCCO2
  RGS4-Gao reg: 107; RGS7-Gao: 110; Bcl-2 Bim block: -9; RGS8-Gao reg: 110; Bcl-B Bim block: -7; Mcl1 Bid PPI: -31; Bfl-1 Bim block: -8; GSH bead fluor: 13; Bim-Mcl-1: 0; Bim-Bcl-XL: -1; Bcl-W Bim block: 0
SMILES: CCOc1cc2[nH]c(=S)n(CCC(=O)NCc3ccc(OC)cc3)c(=O)c2cc1OCC
  RGS4-Gao reg: 99; RGS7-Gao: 103; Bcl-2 Bim block: -1; RGS8-Gao reg: 100; Bcl-B Bim block: -5; Mcl1 Bid PPI: 35; Bfl-1 Bim block: -8; GSH bead fluor: 50; Bim-Mcl-1: 0; Bim-Bcl-XL: 0; Bcl-W Bim block: 0
SMILES: COc1ccc(C(=O)NC(=S)Nc2cccc(Cl)c2N2CCOCC2)cc1[N+](=O)[O-]
  RGS4-Gao reg: 93; RGS7-Gao: 94; Bcl-2 Bim block: -3; RGS8-Gao reg: 98; Bcl-B Bim block: -3; Mcl1 Bid PPI: -29; Bfl-1 Bim block: -5; GSH bead fluor: 63; Bim-Mcl-1: 0; Bim-Bcl-XL: 0; Bcl-W Bim block: -1

The list continues.
Second line of a record – RGS4-Gao reg	RGS7-Gao	Bcl-2 Bim block	RGS8-Gao reg	Bcl-B Bim block	Mcl1 Bid PPI	Bfl-1 Bim block	GSH bead fluor	Bim-Mcl-1	Bim-Bcl-XL	Bcl-W Bim block
- Cc1ccc(S(=O)(=O)N(C)C)cc1NS(=O)(=O)c1ccc(Cl)s1
    103	104	14	94	14	-19	14	10	13	18	16
- O=C(Cn1cnc2ccccc21)N/N=C/c1ccccc1[N+](=O)[O-]
    107	104	3	109	13	-55	5	9	-3	-1	-3
- CCc1ccc(NC(=O)c2noc3c2CCc2ccccc2-3)cc1
    99	94	-1	99	-3	-24	-2	20	-1	-1	0
- COc1ccc(CCN2C(=O)C(Oc3ccccc3C)C2c2ccc3c(c2)OCO3)cc1OC (stereo not drawn)
    104	100	-15	102	-13	-10	-15	34	-2	-5	-1
- Cc1sc(NC(=O)CSc2nnnn2C)c(C#N)c1C
    102	103	-4	107	-3	-40	-7	12	-2	-4	-4
- CC(=O)Nc1cccc(OCC(O)Cn2cnc3ccccc32)c1 (stereo not drawn)
    104	102	0	99	-2	-42	-10	9	3	-4	3
- COc1ccc(/C=C2\C(=O)N(c3c(Cl)cc(Cl)cc3Cl)N=C2NC(=O)c2cccc([N+](=O)[O-])c2)cc1
    99	91	4	92	5	24	20	10	0	1	4
- CCOC(=O)c1cc2c(=O)n3ccccc3nc2n(CCOC)c1=NC(=O)c1ccncc1
    103	102	-6	101	-7	-2	-26	24	-6	-10	-8
- COc1ccc(CCNC(=O)c2cc(-c3cccs3)on2)cc1OC
    98	99	-5	97	-5	-30	-3	14	-1	-5	-3
- Cc1ccc(NC(=O)c2ccc(CNc3c(N4CCOCC4)c(=O)c3=O)cc2)cc1
    98	99	-6	101	-5	-26	-9	18	0	-3	0
- CCOC(=O)C1CCCN(C(=O)c2ccc(CNc3c(N4CCC(C)CC4)c(=O)c3=O)cc2)C1 (stereo not drawn)
    99	103	-2	97	-1	-30	-4	19	0	-2	0
- Cc1cccc(NC2=C/C(=N/S(=O)(=O)c3cccs3)c3ccccc3C2=O)c1
    98	97	0	102	-1	-48	0	14	0	-4	-1
- CCOC(=O)/C=C1\SCC(=O)N1CC(=O)Nc1ccc2c(c1)CCC2
    104	99	-15	103	-6	-19	-16	26	-7	-15	-1
- CCN(C(=O)c1cn(C)c(=O)c2cc(OC)c(OC)cc12)c1ccccc1C
    100	99	-11	103	-10	-14	-17	26	-2	-10	-2
- COc1cc(NC(=O)c2ccco2)ccc1NC(=O)C(C)C
    102	101	-8	100	-12	-34	-18	34	-4	-9	0
- CC(C)Oc1ccc(C(=O)Nc2ccc([N+](=O)[O-])cc2)cc1
    101	104	0	101	-2	-21	-4	10	0	-3	0
- Cc1ccc(OCc2nc(-c3ccc(Cl)cc3)n[nH]2)cc1
    98	101	-8	101	-10	3	-12	17	-1	-7	0
- O=C(CCS(=O)(=O)c1ccc(Br)cc1)N1CCN(Cc2ccccc2)CC1
    100	101	-7	101	-3	0	-14	23	1	-1	3
- COc1ccc(Cn2nnnc2C(C(C)C)N2CCN(c3ccccc3OC)CC2)cc1 (stereo not drawn)
    98	99	-8	101	-5	-25	-8	28	-1	-3	3
- Cc1ccccc1-c1nnc(SCc2ccccc2F)o1
    99	95	-4	100	-4	1	-4	15	-2	-4	-3
- Cc1cc(C(=O)N2CCCC(C(=O)c3cccc4ccccc34)C2)nc(C)n1 (stereo not drawn)
    91	101	-5	96	-6	-32	-3	18	0	-5	0
- CC(C)OP(=O)(OC(C)C)C(Nc1ccccn1)c1ccc(F)cc1 (stereo not drawn)
    94	95	-1	98	-8	1	-15	13	-1	-4	-5
- CSC1=NCCN1C(=O)c1c(F)cccc1Cl
    102	99	-8	99	-11	6	-13	13	1	-3	-3
- COCCCNCCOc1cc(C(C)C)ccc1C
    98	101	-1	103	-2	25	-2	13	0	-1	0
- Cc1ccc(C)n1-n1c(C)nc2sc(-c3ccccc3)cc2c1=O
    98	97	-6	101	-6	12	-5	12	0	0	3
- COc1cc2c(cc1OC)C(c1cccs1)N(C(=S)NC(C)C)CC2 (stereo not drawn)
    97	93	0	97	-8	-42	-3	15	0	-5	-2

Four structures from above, ordered by molecular weight, largest number first.
Second line of a record – RGS4-Gao reg	RGS7-Gao	Bcl-2 Bim block	RGS8-Gao reg	Bcl-B Bim block	Mcl1 Bid PPI	Bfl-1 Bim block	GSH bead fluor	Bim-Mcl-1	Bim-Bcl-XL	Bcl-W Bim block
- O=C(CCS(=O)(=O)c1ccc(Br)cc1)N1CCN(Cc2ccccc2)CC1
    100	101	-7	101	-3	0	-14	23	1	-1	3
- COc1ccc(Cn2nnnc2C(C(C)C)N2CCN(c3ccccc3OC)CC2)cc1 (stereo not drawn)
    98	99	-8	101	-5	-25	-8	28	-1	-3	3
- COc1cc2c(cc1OC)C(c1cccs1)N(C(=S)NC(C)C)CC2 (stereo not drawn)
    97	93	0	97	-8	-42	-3	15	0	-5	-2
- Cc1cc(C(=O)N2CCCC(C(=O)c3cccc4ccccc34)C2)nc(C)n1 (stereo not drawn)
    91	101	-5	96	-6	-32	-3	18	0	-5	0

Bioassay records (PubChem BioAssay)
